# Compound activity as filed in PubChem.
# TNAP act mid DEA: human TNAP enzyme activators, primary screen, biochemical, luminescent, intermediate phosphate acceptor level | Alkaline phosphatase, tissue-nonspecific isozyme (Homo sapiens), P05186 | purified TNAP, CDP-star luminescence, 100 mM DEA, 30 min; hits give high values; scale: 0 levamisole-inhibited, 1 vehicle-only enzyme | activation factor at 20 µM | 64,000 tested, under 10 active;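 active means activation factor of at least 2 at 20 µM, relative to controls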
# HER2 expr 66K: inhibitors of Her2 protein expression, primary screen, SKBR-3 cells, AlphaScreen, 66K library; Receptor tyrosine-protein kinase erbB-2 (Homo sapiens), P04626; SKBR-3 HER2 protein level, 18-24 h; hits give low values; HER2 level % of control, % at 10 µM; 0.69% of 65,000 active;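 active means HER2 level under 5% of the carrier-only control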;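 further: 100% = DMSO carrier and 0% = 500 nM PU-H71 HSP90 inhibitor; lower value means stronger loss of Her2 protein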
# Target sequence (P04626 whole entry, looked up): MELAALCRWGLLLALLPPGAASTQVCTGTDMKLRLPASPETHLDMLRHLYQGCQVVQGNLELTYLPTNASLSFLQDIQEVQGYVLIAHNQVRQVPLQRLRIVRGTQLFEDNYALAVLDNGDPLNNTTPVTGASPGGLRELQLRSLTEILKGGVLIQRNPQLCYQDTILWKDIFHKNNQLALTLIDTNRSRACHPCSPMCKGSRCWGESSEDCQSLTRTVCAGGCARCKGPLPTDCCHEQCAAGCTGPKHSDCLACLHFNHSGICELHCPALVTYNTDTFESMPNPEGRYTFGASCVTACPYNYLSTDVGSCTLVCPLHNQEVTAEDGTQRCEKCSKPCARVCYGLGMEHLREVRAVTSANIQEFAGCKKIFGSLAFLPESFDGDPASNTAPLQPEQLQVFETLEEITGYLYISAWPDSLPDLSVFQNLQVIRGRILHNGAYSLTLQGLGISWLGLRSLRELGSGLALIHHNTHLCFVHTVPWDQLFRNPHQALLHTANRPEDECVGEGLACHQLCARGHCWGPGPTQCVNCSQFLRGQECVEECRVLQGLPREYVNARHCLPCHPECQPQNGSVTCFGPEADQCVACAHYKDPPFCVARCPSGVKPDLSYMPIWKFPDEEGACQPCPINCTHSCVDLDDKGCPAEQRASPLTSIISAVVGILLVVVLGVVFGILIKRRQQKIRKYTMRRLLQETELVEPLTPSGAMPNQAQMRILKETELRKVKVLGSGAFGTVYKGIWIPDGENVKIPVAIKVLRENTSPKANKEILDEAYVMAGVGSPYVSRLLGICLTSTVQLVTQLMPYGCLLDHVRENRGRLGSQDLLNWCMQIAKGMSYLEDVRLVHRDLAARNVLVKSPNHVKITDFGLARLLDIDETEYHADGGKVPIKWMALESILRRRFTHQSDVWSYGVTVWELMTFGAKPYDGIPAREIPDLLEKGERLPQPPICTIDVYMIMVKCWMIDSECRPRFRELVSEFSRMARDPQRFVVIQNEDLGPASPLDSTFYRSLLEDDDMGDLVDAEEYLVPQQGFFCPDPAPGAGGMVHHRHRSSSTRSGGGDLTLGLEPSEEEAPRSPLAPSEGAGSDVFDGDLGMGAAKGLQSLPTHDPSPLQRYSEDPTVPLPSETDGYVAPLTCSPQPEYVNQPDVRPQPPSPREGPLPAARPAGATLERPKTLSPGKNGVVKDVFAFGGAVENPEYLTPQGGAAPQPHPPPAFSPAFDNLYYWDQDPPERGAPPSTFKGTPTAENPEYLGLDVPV
# FXIIa inh mix: human factor XIIa inhibitors, primary screen, biochemical, pooled compound mixtures, fluorogenic substrate | purified FXIIa | inhibition, % at 5 µM | 0.2% of 62,000 active; in the data active means inhibition above about 20%, passing the limit was not always enough;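 further: 0% = enzyme without compound and 100% = no enzyme blank; some results filed as inactive read as strong as hits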
# DUSP1 inh: MKP-1 phosphatase inhibitors, primary screen, biochemical, in vitro. Dual specificity protein phosphatase 1 (Homo sapiens), P28562. recombinant MKP-1, OMFP hydrolysis fluorescence. inhibition, %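 (compounds tested at a single concentration somewhere between 10 and 100 µM)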. 0.15% of 65,000 active. AID 374, 2006;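 active means inhibition above about 50%, limit read from the data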;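 further: 0% = DMSO max control wells and 100% = wells with enzyme stopped by NaOH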
# SF1 activator: activators of human SF-1, primary screen, cell-based, CHO-K1, Gal4-SF-1 LBD, luciferase luminescence | CHO-K1 Gal4-SF-1 LBD luciferase reporter; % increase over DMSO SF-1-specific signal | activation, % at 10 µM | 1.9% of 65,000 active;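 active means activation above the mean activation of all tested compounds plus 3 SD, cut at about 50% in these data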
#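 material = CHO-K1 cells with Gal4–hSF-1 LBD chimera plus Gal4-driven luciferase | compound = 10 µM single point, 1% DMSO | incubation = 20 h compound exposure at 37 °C after 1 h cell settling | measured by = SteadyLite luciferase luminescence | evaluation = percent activation relative to DMSO median and mock-transfected background | control set = DMSO negative control and −SF1 background wells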
# Cdc25B inh: inhibitors of Cdc25B phosphatase catalytic domain, primary screen, biochemical, OMFP fluorescence; recombinant Cdc25B, OMFP fluorescence Ex485/Em525; inhibition, %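 (compounds tested at 10 µM final in the well)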; 0.1% of 65,000 active; AID 368, 2006; in the data active means inhibition above about 50%
# RORA act: activators of orphan receptor RORA, primary screen, cell-based, luminescence; Nuclear receptor ROR-alpha (Homo sapiens), P35398; CHO-K1 Gal4-RORA LBD luciferase reporter; percent increase over mock-subtracted basal signal; activation, % at 10 µM; 1.5% of 65,000 active;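 active means activation above the mean of all tested compounds plus 3 SD, cut at about 49% in these data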;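 further: 0% = DMSO-treated RORA cells and 100% = added signal equal to DMSO minus mock-transfected cells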
# D1 allo mod: D1 CRE-luciferase signal change, two-sided – cell-based, HEK293 D1, dopamine EC30, D1 allosteric modulator project, primary screen. D(1A) dopamine receptor (Homo sapiens), P21728. dopamine EC30 potentiation; actives deviate in either direction. B-score at 10 µM. 5.9% of 58,000 active;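 active means luminescence count or its row- and column-corrected plate score outside the 99.7% band of the plate's sample wells, on either side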
# Hsp90 block: tumor Hsp90 inhibitors, primary screen, cell lysate, fluorescence polarization, NCI-N417 lysate; AID 429, 2006; inhibition, % at 30 µM; 0.35% of 64,000 active; Cy3B-geldanamycin FP displacement;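 active means inhibition above 50%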;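 further: 0% = tracer plus lysate wells and 100% = tracer alone without lysate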
# Starred values were filed as active, the others as inactive; x = not tested or not shown.
1) O=C(CCS(=O)(=O)Cc1ccccc1F)N1CCc2ccccc2C1
2) Cc1cc(-n2c(C)cc(C(=O)CSc3nnnn3-c3ccccc3)c2C)no1
3) O=C(NCCC1=CCCCC1)N[C@@H](Cc1ccccc1)C(=O)O
4) COC(=O)c1ccc(COC(=O)c2ccccn2)cc1
5) C=CCNC(=O)c1ccc(C)cc1Cl
6) CS(=O)(=O)c1ccc2nc(NC(=O)C3C4C=CC(C4)C3C(=O)O)sc2c1 (configuration not stated)
7) O=c1[nH][nH]c2nc(C(F)(F)F)cc(C(F)(F)F)c12
8) COc1ccc(Cc2nnc(SCC(=O)Nc3nc(C)cs3)o2)cc1
Assay by compound	1	2	3	4	5	6	7	8
TNAP act mid DEA	1	0.9	0.9	0.9	0.9	0.8	0.8	0.9
HER2 expr 66K	88	110	96	97	141	91	80	80
FXIIa inh mix	-13	9	6	7	4	12	4	0
DUSP1 inh	0	14	2	4	9	-3	-7	4
SF1 activator	1	6	2	8	0	8	35	-2
Cdc25B inh	-1	0	-9	0	-1	-10	6	-11
RORA act	-12	3	2	19	-11	-1	-13	-18
D1 allo mod	-0.17	-0.13	-1	x	-1.7	0.52	0.23	0.82
Hsp90 block	-3	-3	-1	-11	0	-4	-1	0

# Complete entries from above.
# Shown for O=c1[nH][nH]c2nc(C(F)(F)F)cc(C(F)(F)F)c12 → TNAP act mid DEA = 0.8; HER2 expr 66K = 80; FXIIa inh mix = 4; DUSP1 inh = -7; SF1 activator = 35; Cdc25B inh = 6; RORA act = -13; D1 allo mod = 0.23; Hsp90 block = -1
# Shown for C=CCNC(=O)c1ccc(C)cc1Cl → TNAP act mid DEA = 0.9; HER2 expr 66K = 141; FXIIa inh mix = 4; DUSP1 inh = 9; SF1 activator = 0; Cdc25B inh = -1; RORA act = -11; D1 allo mod = -1.7; Hsp90 block = 0

# Filtered by structure: the compounds so far with a carbonyl joined to an NH by a bond outside any ring
3) O=C(NCCC1=CCCCC1)N[C@@H](Cc1ccccc1)C(=O)O
5) C=CCNC(=O)c1ccc(C)cc1Cl
6) CS(=O)(=O)c1ccc2nc(NC(=O)C3C4C=CC(C4)C3C(=O)O)sc2c1 (configuration not stated)
8) COc1ccc(Cc2nnc(SCC(=O)Nc3nc(C)cs3)o2)cc1
Assay by compound	3	5	6	8
TNAP act mid DEA	0.9	0.9	0.8	0.9
HER2 expr 66K	96	141	91	80
FXIIa inh mix	6	4	12	0
DUSP1 inh	2	9	-3	4
SF1 activator	2	0	8	-2
Cdc25B inh	-9	-1	-10	-11
RORA act	2	-11	-1	-18
D1 allo mod	-1	-1.7	0.52	0.82
Hsp90 block	-1	0	-4	0

# (further entries)
9) COc1ccc(N2C(=O)C(CC(=O)O)S/C2=C\C(C)=O)cc1 (configuration not stated)
10) COc1ccc(CN(Cc2cc3ccc(C)cc3[nH]c2=O)Cc2nnnn2C2CCCC2)cc1
11) CCOC(=O)c1cc(CC)sc1NC(=O)Cc1ccsc1
12) O=C(CSc1ncnc2c1nnn2-c1ccc(F)cc1)N1CCN(c2ccccc2)CC1
13) C=CCN1C(=O)C2(C(C(=O)c3ccc(C)o3)=C(O)C(=O)N2CCCN2CCOCC2)c2ccccc21 (configuration not stated)
14) O=C(c1cc2ccccc2o1)N1CCN=C1SCc1cccnc1
15) N/C(CCN1CCOCC1)=N/O
16) Cc1ccc(CN(C(=O)Cn2nnc3ccccc32)C(C(=O)NCc2ccco2)c2cccs2)cc1 (configuration not stated)
Assay by compound	9	10	11	12	13	14	15	16
TNAP act mid DEA	1	0.9	0.9	0.9	1	0.9	1	1
HER2 expr 66K	86	86	84	86	157	66	99	64
FXIIa inh mix	4	-19	5	3	4	1	x	-16
DUSP1 inh	14	37	1	3	-4	0	-1	34
SF1 activator	3	12	-12	-1	-4	13	-8	8
Cdc25B inh	-14	-17	-5	14	1	3	-18	0
RORA act	7	8	-6	-7	-30	5	-4	18
D1 allo mod	-0.2	-0.29	x	x	-1.1	-1.8*	0.0054	0.45
Hsp90 block	x	-3	-2	-1	-9	0	-3	1

17) Cc1cc(C(=O)NC(C)c2ccc3c(c2)OCO3)cs1 (configuration not stated)
18) CCC(C)Sc1nc(O)cc(=O)[nH]1 (configuration not stated)
19) CC1CCC(NC(=O)C2CCN(C(=O)NC3CCCCC3)CC2)CC1 (configuration not stated)
20) O=C(NC1CCCC1)c1ccc(COCC(F)(F)C(F)F)o1
21) CC(=O)C1=C(O)C(=O)N(c2nnn(C)n2)C1c1cccs1 (configuration not stated)
22) COC(=O)C1=C(C)N(c2cccc(Cl)c2)C(=O)C1
23) COc1ccc(-c2noc(C3CCCN(S(=O)(=O)c4cccc(Cl)c4)C3)n2)cc1OC (configuration not stated)
24) CCOCCOC(=O)C1=C(C)N(C)C(=O)NC1c1ccccc1Cl (configuration not stated)
Assay by compound	17	18	19	20	21	22	23	24
TNAP act mid DEA	1	0.9	0.9	1	0.9	0.9	1	1
HER2 expr 66K	108	96	79	104	111	92	85	111
FXIIa inh mix	1	12	2	13	-2	-14	6	7
DUSP1 inh	1	-12	13	4	5	4	-1	1
SF1 activator	-14	1	-6	-5	-14	-11	4	-14
Cdc25B inh	2	-4	0	-8	2	3	-9	-8
RORA act	-7	-10	-7	-2	1	-7	-8	7
D1 allo mod	-0.71	3.1	-0.54	0.29	-0.54	1.5	0.21	-0.59
Hsp90 block	-11	-7	-2	-2	-2	3	0	0

25) CC1CCCC(N2C(=O)NC(NC(=O)c3ccco3)(C(F)(F)F)C2=O)C1C (configuration not stated)
26) O=S(=O)(c1cnc[nH]1)N1CCc2ccccc21
27) O=c1oc(-c2ccccc2)nc2c1cnn2-c1ccccc1
28) O=C(COC(=O)c1ccco1)Nc1ccc(Br)cc1
29) O=C(COC(=O)c1cc(-c2cccs2)nc2ccccc12)NCc1ccco1
30) COc1ccc(OC)c(NC(=O)NCc2ccc(F)cc2)c1
31) CCCCOc1ccc(C(=O)N2CCCC2C(=O)O)cc1 (configuration not stated)
32) NC(=O)c1ccccc1NC(=O)CCc1ccccc1
Assay by compound	25	26	27	28	29	30	31	32
TNAP act mid DEA	0.9	0.8	1	1	0.9	0.9	0.9	1
HER2 expr 66K	88	87	82	99	93	90	74	89
FXIIa inh mix	3	6	2	2	-4	-1	x	1
DUSP1 inh	-7	2	5	-6	16	-3	-14	4
SF1 activator	-10	8	-2	-2	8	-15	-7	24
Cdc25B inh	10	-13	-3	-7	29	-2	-17	1
RORA act	-5	5	-21	1	-10	4	6	39
D1 allo mod	0.18	-0.41	-0.042	0.29	x	0.11	-0.026	x
Hsp90 block	1	-74	-3	x	-2	3	-2	-2

33) CCn1c(N)nc2ccccc21
34) COc1ccc(OC)c(Nc2nc(N)nc(-c3cc4ccccc4o3)n2)c1
35) CN1CCN(S(=O)(=O)c2ccc3ccccc3c2)CC1
36) CC(=O)n1cc(-c2ccncc2)c2ccccc21
37) CCCCN(C)C(=O)C1CCN(C/C(C)=C/c2ccccc2)CC1
38) CC(CCc1ccccc1)NC(=O)CSc1nnnn1C (configuration not stated)
39) CCN1CC=C2C(C#N)=C(N)C(C#N)(C#N)C(CCc3ccccc3)C2C1 (configuration not stated)
40) Cc1ccc(C(=O)c2cc(C)sc2NC(=O)CN2CCN(C(=O)c3ccco3)CC2)cc1
Assay by compound	33	34	35	36	37	38	39	40
TNAP act mid DEA	0.9	0.9	1	0.7	1	0.9	0.9	0.9
HER2 expr 66K	95	90	87	118	96	133	79	85
FXIIa inh mix	5	-15	-2	-17	-18	0	-17	21*
DUSP1 inh	21	11	0	-8	-19	0	17	16
SF1 activator	19	-5	-2	-1	16	-19	9	-16
Cdc25B inh	-4	-1	-4	-1	-6	-6	-17	-16
RORA act	10	11	-13	-5	4	-3	-12	-21
D1 allo mod	-0.33	-0.14	-1.1	0.9	-0.67	0.063	-1.7	0.5
Hsp90 block	3	3	-4	-3	-1	x	-6	-4

41) Cn1cccc1C(C(=O)NC1CCCCC1)N(C(=O)Cc1cccs1)C1CC1 (configuration not stated)
42) Cc1ccc(N(CC(N)=O)C2SC(=O)N(C)C2=O)cc1 (configuration not stated)
43) COc1ccc(-c2cc(C(=O)N3CCCc4ccccc43)no2)cc1
44) CCOC(=O)C1CCCN(c2nnnn2-c2ccccc2)C1 (configuration not stated)
45) C=CCOc1ccc(/C(O)=C2/C(=O)C(=O)N(CCCn3ccnc3)C2c2cccs2)cc1 (configuration not stated)
46) CN(C)c1ccc(NC(=O)c2cccc(N3C(=O)C4C5C=CC(C5)C4C3=O)c2)cc1 (configuration not stated)
47) O=C(CCS(=O)(=O)c1cccc2nsnc12)N1CCN(Cc2ccc3c(c2)OCO3)CC1
48) COc1cccc(N2CCN(Cc3nc(N)nc(N4CCCc5ccccc54)n3)CC2)c1
49) CCN(CC)c1ccc(CNc2ccc(Br)cn2)cc1
50) CCOC(=O)c1cccc(C(=O)OCC)n1
51) O=C(O)C1CCCN1S(=O)(=O)c1ccc2ccccc2c1 (configuration not stated)
Assay by compound	41	42	43	44	45	46	47	48	49	50	51
TNAP act mid DEA	0.9	0.9	1	1.1	0.9	0.9	0.8	0.9	0.9	1	0.8
HER2 expr 66K	64	x	84	91	45	106	103	82	78	108	105
FXIIa inh mix	-1	-3	1	4	8	5	3	8	2	6	2
DUSP1 inh	12	5	-17	-10	5	7	7	19	3	-7	7
SF1 activator	0	-4	26	-11	22	9	1	9	49	3	-10
Cdc25B inh	18	-4	-4	-12	-4	-3	-5	-14	1	-6	-19
RORA act	-5	-15	26	-2	28	-10	-5	-4	28	-8	-8
D1 allo mod	-0.0022	-0.92	-0.63	-0.0044	1	0.32	1	4.9*	0.017	2.7	-0.084
Hsp90 block	-4	x	-2	1	-4	7	-4	-2	-8	-1	-1
